# Assay outcomes deposited in PubChem BioAssay by National Center for Advancing Translational Sciences (NCATS).
# BLM inh: inhibitors of human Bloom syndrome helicase BLM; P54132; 350,000 tested, 0.2% active; Potency, µM (series often up to 56.1 µM), for the others: top-dose activity change, negative = inhibition, most hits filed as inhibitors; recombinant BLM DNA unwinding, fluorescence dequenching;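 further: plate controls were vehicle for no effect and no enzyme for full effect; nearly all actives have a fitted effect of over 35% in size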
# JMJD2A Tudor: inhibitors of human JMJD2A Tudor domain. AID 504339. O75164. 390,000 tested, 4.4% active. Potency, µM (highest dose often 114 µM), for inactives: top-dose activity change, negative = inhibition, hits mostly inhibitors. AlphaScreen JMJD2A-Tudor / H3K4me3 peptide binding; further: on the % scale 0 is the no-effect control and ±100 the full control effect; nearly all actives have a fitted effect of over 50% in size
# GLS inh: inhibitors of human glutaminase (GLS); GLS enzymatic activity, qHTS titration; Potency, µM (titrated, usually from 45.5 µM), for inactives: at the top dose activity change, negative = inhibition, usual class: inhibitors; 410,000 tested, 0.21% active; AID 624170; further: on the % scale 0 is the no-effect control and ±100 the full control effect
#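 Read-out is an Amplex red fluorescence increase coupled through glutamate oxidase and HRP, measured before and after 30 min room-temperature incubation. hKGA is in 45 mM KH2PO4 (pH 8.2) with 0.02% Tween-20; glutamine added as 1mM solution.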
# G9a inh: blocks human histone lysine methyltransferase G9a. Q96KQ7. G9a H3K9 monomethylation, AlphaScreen, 2 h. Potency, µM (highest dose often 102 µM), without a hit: at the top dose activity, negative = inhibition, actives largely listed as inhibitors. 350,000 tested, 8.8% active. AID 504332; further: on the % scale 0 is the no-effect control and ±100 the full control effect; nearly all actives have a fitted effect of over 75% in size
# Target sequence (Q96KQ7 913-1193 limits assumed): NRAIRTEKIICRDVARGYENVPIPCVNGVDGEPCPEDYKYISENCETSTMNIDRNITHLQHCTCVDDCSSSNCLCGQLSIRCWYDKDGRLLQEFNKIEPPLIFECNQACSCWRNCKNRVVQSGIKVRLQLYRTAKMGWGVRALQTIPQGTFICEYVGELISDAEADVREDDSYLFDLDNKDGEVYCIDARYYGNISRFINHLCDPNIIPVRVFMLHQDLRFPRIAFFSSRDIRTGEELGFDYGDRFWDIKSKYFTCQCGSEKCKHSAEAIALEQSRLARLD
#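 Chemiluminescent proximity detection of H3K9 monomethylation, read after 10 min bead incubation in the dark. Reaction: 20 nM G9a, 500 nM biotin-H3K9 peptide, 20 uM SAM cofactor, 2 h, room temperature, following 15 min enzyme-compound preincubation.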
# Pin1 inh: human Pin1 inhibition. Q13526. Pin1 FP peptide displacement, HiFluor488, 10 min. Potency, µM (top dose mostly 115 µM), inactives show at the top dose activity, negative = inhibition, most hits filed as inhibitors. 390,000 tested, 0.009% active. AID 504891; active means well fitted inhibition curve with a large enough effect in the polarisation, with a control signal flat, not every such curve was filed as active; inconclusive means small, poorly fitted or top-dose-only effect, or effect the other way, or a change in a side signal; inactive means no such curve, though single readings can be large or run the other way; the % refers to the polarisation; further: on the % scale 0 is the no-effect control and ±100 the full control effect
# Target sequence (Q13526 whole entry, looked up): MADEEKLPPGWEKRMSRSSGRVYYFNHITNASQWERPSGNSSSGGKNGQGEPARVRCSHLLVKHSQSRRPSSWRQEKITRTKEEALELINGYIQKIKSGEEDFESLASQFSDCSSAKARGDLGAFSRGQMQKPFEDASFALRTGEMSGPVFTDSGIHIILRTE
# HP1b binding inh: HP1-beta chromodomain-methylated histone interaction inhibition; AlphaScreen HP1-beta / biotin-H3K9me3 peptide binding; Potency, µM (top dose mostly 114 µM), inactives show at the highest dose activity change, negative = inhibition, most hits filed as inhibitors; P83916; 390,000 tested, 0.56% active; further: nearly all actives have a fitted effect of over 70% in size; inactives centre near 23
# Target sequence (P83916 whole entry, looked up): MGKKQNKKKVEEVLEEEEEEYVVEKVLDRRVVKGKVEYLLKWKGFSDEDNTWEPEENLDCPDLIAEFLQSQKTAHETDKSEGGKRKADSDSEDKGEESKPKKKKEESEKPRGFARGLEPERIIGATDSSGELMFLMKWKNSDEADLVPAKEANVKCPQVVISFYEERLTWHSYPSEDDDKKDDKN
#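 Compound inhibition of the preformed complex between 50 nM HP1-beta and 50 nM biotinylated H3K9me3 peptide was read by AlphaScreen. Buffer was PBS pH 7.4 with 0.01% Tween-20. Incubations ran 30 min at room temperature, with 10 ug/mL donor/acceptor beads.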
# Pol iota inh: inhibitors of human DNA polymerase iota. 390,000 tested, 1% active. Pol iota fluorescent replication assay, 10 min. Potency, µM (series often up to 115 µM), for the others: top-dose activity, negative = inhibition, most hits filed as inhibitors
#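 Pol iota at 10 nM preincubated 15 min with compounds at room temperature; reaction started with fluorescent substrate, 50 nM final. Fluorescence read kinetically at 0 and 10 min; buffer-only wells as negative control.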
# BAZ2B inh: blocks human BAZ2B; Q9UIF8; AlphaScreen BAZ2B-H3K14Ac peptide displacement; Potency, µM (top dose mostly 114 µM), for inactives: at the top dose activity change, negative = inhibition, hits mostly inhibitors; 360,000 tested, 4.4% active; further: on the % scale 0 is the no-effect control and ±100 the full control effect; nearly all actives have a fitted effect of over 60% in size
#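 AlphaScreen displacement of biotin-H3(5-23)K14Ac peptide (50 nM final) from BAZ2B (50 nM final) in PBS pH 7.4, 0.01% Tween-20; complex preformed 30 min RT, then compounds (top 110 uM) 30 min RT, beads 20 min dark.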
# PGK inhibitor: inhibitors of T. brucei phosphoglycerate kinase. P07378. PGK/GAPDH coupled, Kinase-Glo luminescence, 60 min. Potency, µM (top dose mostly 57.5 µM), without a hit: at the highest dose activity change, negative = inhibition, actives largely listed as inhibitors. 380,000 tested, 0.043% active. AID 602233; further: on the % scale 0 is the no-effect control and ±100 the full control effect; nearly all actives have a fitted effect of over 60% in size
# Target sequence (P07378 whole entry, looked up): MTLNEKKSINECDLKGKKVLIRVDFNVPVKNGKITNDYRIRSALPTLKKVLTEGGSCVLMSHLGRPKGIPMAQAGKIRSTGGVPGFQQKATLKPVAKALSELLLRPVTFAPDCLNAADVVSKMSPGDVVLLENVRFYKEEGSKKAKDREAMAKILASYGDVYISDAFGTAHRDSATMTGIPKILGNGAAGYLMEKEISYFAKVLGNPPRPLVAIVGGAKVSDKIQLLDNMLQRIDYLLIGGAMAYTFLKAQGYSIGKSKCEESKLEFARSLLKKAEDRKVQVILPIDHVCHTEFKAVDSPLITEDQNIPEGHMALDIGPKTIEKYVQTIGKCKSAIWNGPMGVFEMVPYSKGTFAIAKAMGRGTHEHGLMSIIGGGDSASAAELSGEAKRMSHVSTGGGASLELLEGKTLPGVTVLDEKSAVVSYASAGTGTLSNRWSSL
#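 Luminescent ATP detection (Kinase-Glo Plus) follows a 60-minute room-temperature incubation, with wells lacking PGK as controls. Buffer: 100 mM TEA (pH 7.6), 5 mM MgCl2, 0.01% Tween-20. Coupling enzyme GAPDH (100 nM final) supplies unstable 1,3-BPG in-well.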
# Starred values were filed as active, the others as inactive; i = inactive; ? = inconclusive; · = not tested or not shown; & = joins results of further samples; ! = repeats disagree; [ ] = remark or other dose. Unless noted, the call rests on the fitted dose curve; in most records, active means well fitted curve in the direction sought with a large enough effect; inconclusive means small, poorly fitted or top-dose-only effect, or another doubt; inactive means no such curve, though single readings can be large; an effect the other way counts as inactive or inconclusive. Potency means the concentration at half of the fitted maximal effect.
G9a inh,BLM inh,BAZ2B inh,JMJD2A Tudor,Pol iota inh,HP1b binding inh,Pin1 inh,GLS inh,PGK inhibitor,Molecule
10%,-1%,6%,-17%,51%[activator],39%[activator],-9%,-7%,-7%,CN(C)C(=O)[C@H]1C[C@H]1[C@@H](O)[C@H](CO)NC(=O)[C@H](Cc1ccccc1)NC(=O)OC(C)(C)C
14%[59 µM],2%,-6%,-5%,7%,7%,-2%,21%,3%,O=C(COC(=O)C(O)c1ccccc1)c1ccc2c(c1)OCCO2 (configuration not stated)
?,-8%,2%,-14%,-2%,-7%,9%,-17%,0%,COc1ccccc1N(CC(=O)NCCN1CCOCC1)S(=O)(=O)c1ccccc1
-33%,-7%,·,-14%,13%,10%,0%,0%,-7%,O=C(Nc1ccc2c(c1)S(=O)(=O)N=C1CCCCCN12)c1ccccc1Cl
-3%,-12%,1%,-10%,-10%,12%,0%,12%,2%,Cc1[nH]n(-c2ccccc2)c(=O)c1C=NC1CCCCC1
-1%[59 µM],-9%,-25%,-35%,5%,6%,1%,19%,6%,O=C(CCCCn1c(=O)[nH]c2ccccc2c1=O)N1CCN(c2cccc(C(F)(F)F)c2)CC1
1%[12.7 µM],1%,4%,-8%,6%,21%,-5%,1%,·,CN1CCN(C(=O)c2ccc(COc3ccc(Cl)cc3Cl)cc2)CC1
4%,-2%,-14%,-7%,-10%,38%,1%,-4%,-6%,Cc1nc2ccccc2nc(C)c1=NOCC(=O)N(c1ccccc1)C(C)C
45µM*,-5%,-3%,0%,14%,49%[activator],-6%,17%,10%,COC(=O)c1ccccc1S(=O)(=O)Nc1ccc2cn[nH]c2c1
-12%,-4%,0%,-9%,9%,-23%,-4%,0%,7%,Cc1ccccc1NC(=O)c1ccc(Cl)c(NC(=O)c2ccncc2)c1
-2%[12.7 µM],-4%,-1%,-8%,-12%,22%,-3%,-9%,-8%,CCCc1nn2c(=O)cc(COC(=O)c3ccc(NC(=O)COc4ccccc4)cc3)nc2s1
7%,1%,-2%,-11%,11%,20%,-1%,2%,1%,CC1CC(C)CN(CCCNC(=O)CCC(=O)N2CC(C)Oc3ccccc32)C1 (configuration not stated)
-15%,-3%,-1%,-10%,56%[activator],8%,4%,12%,-2%,CC(=O)c1cc(C(=O)Nc2ccc3ccccc3c2)c(C)o1
28%,-1%,0%,-17%,1%,54%[activator],?,-17%,i,COC(=O)C1CCN(c2nc3ccccc3nc2C(C#N)C(=O)OCC(C)C)CC1 (configuration not stated)
50µM*,-5%,-30%,-20%,20%,18%,-1%,-15%,-2%,COc1ccc(-c2ocnc2C(=O)N2CCN(C(=O)C(c3ccccc3)c3ccccc3)CC2)cc1
-3%[2.33 µM],·,?,79µM*,?,10%,27%,17%,8%,Cc1ccc(CN2C(=O)C(C)Nc3ncnc(N4CCN(c5ccccn5)CC4)c32)cc1 (configuration not stated)

# Quoted at random: 4 compounds from above.
G9a inh,BLM inh,BAZ2B inh,JMJD2A Tudor,Pol iota inh,HP1b binding inh,Pin1 inh,GLS inh,PGK inhibitor,Molecule
28%,-1%,0%,-17%,1%,54%[activator],?,-17%,i,COC(=O)C1CCN(c2nc3ccccc3nc2C(C#N)C(=O)OCC(C)C)CC1 (configuration not stated)
-12%,-4%,0%,-9%,9%,-23%,-4%,0%,7%,Cc1ccccc1NC(=O)c1ccc(Cl)c(NC(=O)c2ccncc2)c1
-2%[12.7 µM],-4%,-1%,-8%,-12%,22%,-3%,-9%,-8%,CCCc1nn2c(=O)cc(COC(=O)c3ccc(NC(=O)COc4ccccc4)cc3)nc2s1
-15%,-3%,-1%,-10%,56%[activator],8%,4%,12%,-2%,CC(=O)c1cc(C(=O)Nc2ccc3ccccc3c2)c(C)o1

# Other results.
G9a inh,BLM inh,BAZ2B inh,JMJD2A Tudor,Pol iota inh,HP1b binding inh,Pin1 inh,GLS inh,PGK inhibitor,Molecule
11µM*,-15%,·,14µM*,19%,?,16%,-7%,-2%,COc1ccc(C2Sc3ccccc3NC3=C2C(=O)c2ccccc23)c(OC)c1OC (configuration not stated)
·,4%,·,8%&-9%,15%&28%,33%&33%,-3%&-3%,1%,i,COC(=O)[C@@H]1CCCN1C(=O)[C@@H](NC(=O)OC(C)(C)C)C(C)C
-6%,·,12%,-16%,18%,16%,-3%,0%,1%,CC(NS(=O)(=O)CCNC(=O)c1ccccc1)c1ccccc1 (configuration not stated)
·,·,·,-20%,27%,-11%,-5%,0%,0%,Cc1cccc(/C=N/NC(=O)CC(=O)NCCc2ccccc2)c1
21%[59 µM],-1%,5%,-1%,18%,21%,-1%,19%,5%,CCOc1ccccc1N1CCN(C(=O)CC(C)C)CC1
0%[59 µM],-2%,-33%,-12%,-8%,29%,1%,-5%,·,CCC(C)N1C(=O)CCC1C(=O)O (configuration not stated)
-8%[2.33 µM],-7%,?,?,-7%,29%,2%,26%,-8%,COc1ccc(N2CCN(C(=O)c3cc(=O)c4cc(C)cc(C)c4o3)CC2)cc1
-1%[12.7 µM],-6%,-1%,-8%,-13%,4%,15%,0%,1%,O=C(CN1C(=O)c2cccc3cccc1c23)Nc1ccc2c(c1)OCO2
63%,2%,-7%,3%,11%,77%[activator],-1%,3%,-3%,O=C(Nc1nc2ccccc2s1)c1ccccc1
-6%[59 µM],-2%,3%,5%,0%,18%,3%,-7%,3%,CC(=O)Nc1ccc(S(=O)(=O)NCCC(=O)OCCN2C(=O)c3ccccc3C2=O)cc1
11µM*!,-23%&-29%,?,-35%&-28%,6.3µM*,13%[57 µM],49%[activator],-22%&-22%,-1%&-4%,COc1ccc(-c2nc3c(c(SCC(=O)Nc4cccc(O)c4)n2)Cc2c(CO)cnc(C)c2O3)cc1
15%,-5%,3%,-5%,-14%,27%,16%,-5%,·,CCOC(=O)c1cc2c(nc1C)-c1cc(Cl)cc(Cl)c1OC2O (configuration not stated)
-16%[59 µM],-2%,-6%,-14%,?,20%,52%[activator],8%,i,O=c1c2cc(-c3ccccc3)sc2ncn1/N=C/c1ccco1
10%,1%,-2%,-8%,13%,52%[activator],2%,-18%,2%,CCN1C(=O)C2C(c3cccc(F)c3)NC(C)(C(=O)OC)C2C1=O (configuration not stated)
-4%[2.33 µM],·,-33%,-20%,-4%,10%,30%,0%,-3%,COC(=O)[C@@]12CCCCN1[C@H](c1ccc(-c3ccc(C(C)=O)cc3)c(OC)c1)[C@@H]1C(=O)N(C)C(=O)[C@@H]12
-3%[59 µM],-7%,2%,-8%,13%,40%[activator],-3%,4%,i,O=C(Cn1c(=O)n(Cc2ccc(F)cc2)c(=O)c2sc3ccccc3c21)NCc1ccccc1Cl
-41%,0%,-16%,-11%,33%[activator],30%,-1%,4%,3%,COc1ccc(C(=O)CSc2ncnc3nc[nH]c23)cc1
·,-4%,-9%,-22%,39%[activator],25%,1%,1%,0%,CCOc1ccc(OCC)c(S(=O)(=O)n2cc(C)nc2CC)c1
18%[12.7 µM],·,7%,-8%,?,28%,0%,-1%,4%,COc1ccc(CC(=O)Nc2cccc(C(C)=O)c2)cc1S(=O)(=O)N1CCOCC1
15%,-4%,1%,-20%,10%,31%,-1%,-9%,-8%,C/C(CCc1ccc2c(c1)OCO2)=N\N=C1\NC(=O)CC(C(=O)Nc2ccccc2)S1 (configuration not stated)
8%[59 µM],3%,0%,-7%,21%,20%,2%,12%,-7%,Cc1cc(C(F)(F)F)nc(NCc2cccnc2)n1
?,-3%,-19%,0%,26%,29%,2%,-13%,-2%,Cn1c(NC(=O)c2ccc(F)cc2)c(-c2ccccn2)c(=O)c2ccccc21
-5%[2.33 µM],-6%,-27%,-15%,19%,21%,-1%,2%,-6%,CCOc1ccc(-c2[nH]nc3c2C(c2ccc(O)cc2)C(C#N)=C(N)O3)cc1 (configuration not stated)
?,3%,6%,-3%,30%,30%,-7%,11%,-8%,O=C(NCCOc1ccccc1)C1CCCN1C(=O)c1cccs1 (configuration not stated)
-24%[59 µM],-6%,2%,7%,28%,34%,-8%,2%,-9%,CCc1nccn1S(=O)(=O)c1cc(C)c(OC)cc1C
?,-2%,-17%,-4%,79µM*,59%[activator],10%,11%,-1%,CN1C(C(=O)Nc2ccccn2)=C(O)c2sc(Cl)cc2S1(=O)=O
-18%,·,-1%,-19%,17%,12%,-1%,1%,3%,C=CCOc1ccc(/C=C/C(=O)OCC(=O)NC(C)c2ccc(F)cc2)cc1 (configuration not stated)
?,-2%,2%,3%,29%,38%,-11%,-13%,-2%,CCC(=O)NCCc1cc2ccc(C)cc2[nH]c1=O
6%[59 µM],-3%,-3%,12%,24%,63%[activator],-3%,0%,-1%,CCCCC(CC)C(=O)NCc1ccc(F)cc1 (configuration not stated)
-8%,-2%,2%,-8%,14%,-5%,-6%,2%,9%,CCC1Oc2ccccc2N(CC(=O)NCC2CCCO2)C1=O (configuration not stated)
8.9µM*,-10%,?,?,4%,?,-2%,3%,5%[11.5 µM],CCOc1cc(C(=S)N2CCC(O)CC2)ccc1OS(=O)(=O)c1ccc(Br)cc1
5%[59 µM],-4%,-23%,5%,-9%,30%,-1%,5%,-1%,CCC(=O)Nc1ccc2nc(SCCOc3ccc(C)cc3OC)sc2c1
·,-18%,-14%,-24%,?,9%,44%[activator],-24%,-2%,COC(=O)c1c(-c2cccnc2)csc1NC(=O)c1ccc2c(c1)OCO2
-28%,·,10%,-7%,17%,18%,36%[activator],18%,0%,COc1ccc(C(=O)OCC(=O)N2CC(=O)Nc3ccccc32)cc1Br
-7%[59 µM],-3%,4%,-7%,4%,25%,-1%,-5%,i,O=C(Nc1ccccc1C(F)(F)F)C1CCN(S(=O)(=O)c2ccccc2)CC1
10%,-5%,-11%,-19%,-16%,27%,3%,19%,-3%,Cc1ccc(-c2nnc(Nc3ccc(CC(N)=O)cc3)c3ccccc23)cc1S(N)(=O)=O
?,-1%,8%,-1%,-12%,27%,-3%,-9%,-6%,COC(=O)c1ccc(Cc2ccc(C(=O)OC)o2)o1

# The list is partial; rates above refer to the full screens.
